From PubChem
SIRT5 inh: inhibitors of human sirtuin-5 desuccinylase. Q9NXA8. Purified SirT5, succinyl-peptide AMC, trypsin-coupled fluorescence. inhibition, % at 15 µM. 1.1% of 330,000 active. AID 652115; in the data active = inhibition above about 15%; inconclusive = no clear call, values can overlap the other calls
Target sequence (Q9NXA8 whole entry, looked up): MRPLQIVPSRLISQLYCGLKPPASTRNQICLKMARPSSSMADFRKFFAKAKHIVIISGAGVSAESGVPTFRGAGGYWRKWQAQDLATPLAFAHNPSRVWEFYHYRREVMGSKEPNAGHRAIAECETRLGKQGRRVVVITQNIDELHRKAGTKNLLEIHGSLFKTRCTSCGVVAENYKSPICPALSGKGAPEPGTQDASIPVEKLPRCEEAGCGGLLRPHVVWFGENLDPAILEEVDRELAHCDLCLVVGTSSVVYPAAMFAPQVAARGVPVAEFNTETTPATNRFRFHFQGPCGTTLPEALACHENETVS
DENV2 CPE: inhibitors of DENV2 cytopathic effect | CPE inhibition, % at 9.99 µM | 1.7% of 350,000 active | AID 651640 | DENV2-infected cells, cytopathic effect rescue, plate reader; in the data active = CPE inhibition above about 20%, passing the limit was not always enough; inconclusive = no clear call, values can overlap the other calls; tested in BHK-21 cells;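 also: 0% = median of neutral control wells and 100% = median of positive control wells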
ERp5 block: blocks human ERp5 reductase activity on insulin | ERp5 insulin aggregation, absorbance 650 nm, 90 min | 0.05% of 350,000 active | inhibition, % at 9.99 µM | AID 651711 | Q15084;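 active = mean replicate inhibition above about 25%, with every replicate also reaching it, limit read from the data, passing the limit was not always enough; inconclusive = only one of those two criteria met; inactive = neither criterion met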
Target sequence (Q15084 whole entry, looked up): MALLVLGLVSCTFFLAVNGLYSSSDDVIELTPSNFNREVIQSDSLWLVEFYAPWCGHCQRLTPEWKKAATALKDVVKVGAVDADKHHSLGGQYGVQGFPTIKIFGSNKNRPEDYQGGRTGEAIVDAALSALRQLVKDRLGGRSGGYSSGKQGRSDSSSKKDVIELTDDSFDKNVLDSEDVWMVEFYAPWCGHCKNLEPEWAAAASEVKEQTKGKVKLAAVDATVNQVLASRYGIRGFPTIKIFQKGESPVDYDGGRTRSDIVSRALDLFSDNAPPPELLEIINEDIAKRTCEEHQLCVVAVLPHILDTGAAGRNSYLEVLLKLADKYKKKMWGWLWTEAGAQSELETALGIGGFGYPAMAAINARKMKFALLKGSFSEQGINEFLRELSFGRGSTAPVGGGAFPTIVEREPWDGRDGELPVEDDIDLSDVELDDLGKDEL
C2C12 statin: suppressors of simvastatin-induced myotoxicity in C2C12 myotubes | rescue of ATP level, % at 7.49 µM | ATP luminescence, 48 h; scaled: DMSO 0, geranylgeraniol control 100 | 0.78% of 330,000 active | AID 602340;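 active = mean ATP rescue above about 67%, or every replicate alone reaching that limit, limit read from the data, passing the limit was not always enough; inconclusive = no clear call, values can overlap the other calls; inactive = mean under the limit and some replicate under it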;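 also: myotubes were challenged with 10 µM simvastatin during compound exposure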
PglD DTNB: inhibitors of Campylobacter jejuni PglD acetyltransferase; purified PglD enzyme, DTNB colorimetric CoA detection; AID 602405; inhibition, % at 12.5 µM; 0.098% of 360,000 active; in the data active = inhibition above about 16%, passing the limit was not always enough; inconclusive = no clear call, values can overlap the other calls; also: strong numbers were not always called active
S100A4 MyoIIA: S100A4-myosin IIA interaction inhibition; P26447; S100A4/TAMRA-MyoIIA peptide fluorescence polarization; inhibition, % at 10.7 µM; 0.14% of 360,000 active; AID 652163;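 active = mean inhibition of at least 70% across replicates, with every replicate also reaching that level; inconclusive = mean inhibition reaches 70% but some replicates fall short; inactive = mean inhibition below 70%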
Target sequence (P26447 whole entry, looked up): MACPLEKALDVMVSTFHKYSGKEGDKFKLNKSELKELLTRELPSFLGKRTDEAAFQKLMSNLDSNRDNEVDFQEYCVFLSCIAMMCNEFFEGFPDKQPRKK
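Material: human S100A4 monomer with TAMRA-labelled myosin IIA peptide; buffer or medium: HEPES pH 7.2 with CaCl2, KCl, NaCl, DTT, Triton; compound dosing: one concentration per compound; schedule: 5 min incubation before reading; benchmarks: neutral control DMSO, positive control TFP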
E-selectin induc: induces E-selectin expression in human endothelial cells | P16581 | HUVEC E-selectin immunofluorescence imaging; normalized: neutral wells 0, TNF-alpha wells 100 | activation, % at 7.58 µM | 0.37% of 260,000 active;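 active = mean E-selectin-positive cell signal at least 10% of the positive control, reached in at least 60% of replicates, without over 20% cell loss; inconclusive = no rule given, readout overlaps actives, possibly toxicity-flagged; inactive = the rest, including those meeting only one limit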;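 also: in these data hits start at about 27%; measured in HUVEC primary endothelial cells; signal is the percent of cells scored E-selectin positive by PE staining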
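material = human umbilical vein endothelial cells (HUVEC), E-selectin induction | quantity = 3,000 cells/well | medium = EGM-2 growth medium on 0.1% gelatin-coated wells | technique = immunofluorescence imaging | read-out basis = % PE-positive cells | control set = TNF-alpha positive control, DMSO neutral control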
The depositor's hits bear a star; ? = inconclusive; nt = no result given; & = joins results of further samples.

structure	PglD DTNB	DENV2 CPE	ERp5 block	S100A4 MyoIIA	SIRT5 inh	E-selectin induc	C2C12 statin
CCOC(=O)C(Cc1ccccc1)c1ccnc2ncnn12 (centres undefined)	nt	3	3	-4	-1	nt	nt
COC(=O)[C@]12CCCCC=C1N(Cc1ccc(Cl)cc1Cl)C(=O)[C@H](CC(=O)N1CCSCC1)C2	nt	?	-4	-4	3	-0.2	nt
COc1cccc(NC(=O)C2(C)CCCN2C(=O)C(C)C)c1OC (centres undefined)	-6	15	7	-4	nt	nt	-1
CC(=O)Nc1ccc(NC(=O)C2CCCN2S(=O)(=O)c2cccc3nsnc23)cc1 (centres undefined)	nt	?	2	0	8	0.0	nt
Cc1nn(CCc2nn[nH]n2)c2nc(-c3ccc(C4CCCCC4)cc3)cc(C(F)(F)F)c12	nt	-5	0	-3	-8	0.8	nt
COc1ccc(NC(=O)N[C@@H]2CC[C@@H](CCn3cc(-c4ccc(F)cc4)nn3)O[C@H]2CO)cc1	5	-8	-5	44	2	0.0	1
COc1ccc(NC(=O)Nc2ccc3c(c2)C(=O)N([C@H](C)CO)C[C@H](C)[C@@H](CN(C)S(=O)(=O)c2ccc(C)cc2)OCCCC[C@H](C)O3)cc1	5	0	-4	7	7	0.5	nt
CC(Cc1cccs1)NC(=O)CCCn1nnnc1CN1CCOCC1 (centres undefined)	-3	-6	2	-3	3	-0.4	-2
COCC(=O)Nc1ccc2c(c1)OC[C@H](C)N(C(=O)Cc1cccnc1)C[C@@H](C)[C@@H](OC)CN(C)C2=O	2	0	0	-6	-2	-0.2	-4
O=C(C1=C(O)C(=O)N(Cc2ccco2)C1c1cccs1)c1cccs1 (centres undefined)	nt	-1	-3	-1	1	nt	nt
CN(Cc1cccc(F)c1)C(=O)c1ccccc1Sc1ccccc1C#N	-5	19	4	-6	-3	-0.6	-42
CCOc1ccccc1Nc1ncnc2ccc(Br)cc12	nt	0	-1	-5	-3	0.1	nt

Some of these compounds in order of heavy-atom count, low to high:
structure	PglD DTNB	DENV2 CPE	ERp5 block	S100A4 MyoIIA	SIRT5 inh	E-selectin induc	C2C12 statin
O=C(C1=C(O)C(=O)N(Cc2ccco2)C1c1cccs1)c1cccs1 (centres undefined)	nt	-1	-3	-1	1	nt	nt
CN(Cc1cccc(F)c1)C(=O)c1ccccc1Sc1ccccc1C#N	-5	19	4	-6	-3	-0.6	-42
COc1ccc(NC(=O)Nc2ccc3c(c2)C(=O)N([C@H](C)CO)C[C@H](C)[C@@H](CN(C)S(=O)(=O)c2ccc(C)cc2)OCCCC[C@H](C)O3)cc1	5	0	-4	7	7	0.5	nt

Next section
structure	PglD DTNB	DENV2 CPE	ERp5 block	S100A4 MyoIIA	SIRT5 inh	E-selectin induc	C2C12 statin
CCOC(=O)C(C)Sc1nc(-c2ccccc2)nc2ccccc12 (centres undefined)	nt	-5	3	5	-3	nt	nt
COc1cc(C(C)=O)ccc1OCC(O)Cn1nc(C)c(C(C)=O)c1C (centres undefined)	-8	3	-1	-9	1	nt	8
O=C(COC(=O)Cc1ccccc1[N+](=O)[O-])NCc1ccc(Cl)cc1	nt	-1	0	0	0	15	nt
COc1ccc(C(CNC(=O)c2cccc(S(=O)(=O)Nc3ccccc3Cl)c2)N2CCOCC2)cc1 (centres undefined)	nt	-1	1	-17	0	-0.1	10
NNC(=O)c1ccc2ccccc2n1	nt	8	-9	0	-3	nt	nt
C[C@@H]1CN([C@@H](C)CO)C(=O)c2cc(NS(=O)(=O)c3ccc(Cl)cc3)ccc2O[C@@H]1CN(C)C	-16	-9	-9	51	4	nt	19
NS(=O)(=O)c1ccc(CCNC(=O)CSc2nc3ccsc3c(=O)n2CC(=O)O)cc1	nt	nt	-5	-4	0	-2.3	nt
Cc1ccccc1-c1cnc2c(c1)C(=O)N([C@@H](C)CO)C[C@@H](C)[C@H](CN(C)Cc1ccccc1F)O2	-5&1&-1	?	-2&4&-2	0&4&-2	-19&4&4	-0.1&0.0	11&16&14
Cc1ccc(S(=O)(=O)Nc2ccc3c(c2)CC(=O)N([C@H](C)CO)C[C@@H](C)[C@H](CN(C)Cc2ccc4c(c2)OCO4)O3)cc1	1	-11	-3	-6	2	0.4	37
CN(C)CC(=O)N[C@@H]1CC[C@H](CC(=O)O)O[C@H]1CO	nt	8	2	2	1	0.3	nt
C[C@@H]1CN([C@@H](C)CO)C(=O)c2cc(C#Cc3ccccc3F)cnc2O[C@H]1CN(C)C(=O)Cc1ccccc1	4	?	-2	-1	-2	0.6	?
CSc1ccccc1OCc1cc(C(=O)N(C)C(C)c2nc(C)cs2)no1 (centres undefined)	1	-3	5	-4	-3	0.0	nt
COc1cc(C(=O)OCC(=O)NC2CCCCC2)cc(OC)c1OC	-5	1	-4	-1	nt	0.7	1
COc1ccc2c3c([nH]c2c1)[C@H](CO)N(CC1CC1)CC31CN(S(=O)(=O)c2cccc(F)c2)C1	nt	0	1	-38	5	-0.1	nt
NC(=O)C1CCN(c2nc(-c3ccc4c(c3)OCCO4)cs2)CC1	nt	nt	15	-2	0	0.1	nt
CCCN(C)C[C@@H]1OCCCC[C@@H](C)Oc2ccc(NS(C)(=O)=O)cc2C(=O)N([C@H](C)CO)C[C@H]1C	-4	9	1	-8	3	0.3	41
C=CCC1(O)C(=O)N2C(=C1C(=O)N1CCOCC1)c1ccccc1CC2(C)C (centres undefined)	3	nt	nt	-8	nt	nt	11
Cc1nnc(SCC(=O)NC2CCS(=O)(=O)C2)n1-c1ccccc1 (centres undefined)	0	5	2	-1	-5	0.8	6
CCCCC1=CC2=CC(=O)C(C)(OC(=O)CC)C(=O)C2=CN1CCCOC(C)C (centres undefined)	-1	nt	nt	nt	nt	-0.1	-14
COc1ccc(S(=O)(=O)Nc2cccc3c2O[C@@H](CN(C)CC2CCCCC2)[C@H](C)CN([C@@H](C)CO)C3=O)cc1	-2	-13	2	6	nt	-0.1	9
C[C@H](CO)N1C[C@H](C)[C@@H](CN(C)C(=O)CCCN(C)C)OCCCC[C@H](C)Oc2ccc(NC(=O)Nc3ccc4c(c3)OCO4)cc2C1=O	-2	-5	nt	nt	nt	0.4	nt
CC(C)CCn1c(=O)c2ccccc2n2c(CN3CCCC3)nnc12	-1	13	-4	-3	0	nt	2
C#Cc1cccc(Nc2nc(NCc3ccccc3)nc3ccsc23)c1	3	2	-3	-2	-2	-0.4	-10
O=C(CN1C(=O)c2ccccc2S1(=O)=O)NCc1cccs1	1	?	-3	-7	-2	0.2	0
CC(=O)N1CCc2c(sc(NC(=O)Cc3ccc(C)cc3C)c2C#N)C1	-1	-2	-3	-5	0	nt	7
Cc1cc(OCCCC(=O)Nc2nnc(C3CC3)s2)ccc1Cl	5	-5	1	-9	1	nt	9
CCN(CC)C(=O)[C@H]1C[C@H](CC(=O)NCCCOC)C(=O)N2CCc3c([nH]c4cc(CCC(=O)N(C)C)ccc34)[C@]12C	-4	2	-4	-1	6	0.4	5
Cc1cc(O)cc(=O)n1CCc1ccccc1	-120	3	0	-4	nt	nt	1
Cc1ccc(NC(=O)Cn2nc(C)c([N+](=O)[O-])c2C)cc1C	2	7	-1	-21	2	nt	-2
COc1cccc(-c2nc(CN3CCN(C(=O)c4ccco4)CC3)c(C)o2)c1OC	0	-2	-4	-1	3	-0.1	14
CCOCCCNC(=O)c1cc(Nc2ccc(OC)cc2OC)nc2ccccc12	5	-3	-2	1	-2	0.0	?
O=C(NC1CCCCC1)[C@@H]1[C@@H](CO)[C@@H]2Cn3c(cccc3=O)[C@H]1N2CC1CCCC1	nt	?	-1	2	3	0.0	nt
CC(C)NC(=O)N1[C@@H]2CN(C(=O)c3ccncc3)c3ccccc3[C@@H]2[C@@H]1CO	-2	9	2	-2	0	0.1	9
NC(N)=NC1=NC(=O)/C(=C/c2ccccc2-n2cccn2)S1	0	4	3	1	10	nt	3
COc1ccc(-c2cn(CC[C@H]3CC[C@@H](NC(=O)Cc4ccccn4)[C@H](CO)O3)nn2)cc1	6	-4	5	-3	-3	0.8	1
CCOC(=O)C1CCN(Cc2cc(C(C)C)c(O)c(C(C)C)c2)CC1	nt	3	1	-8	0	nt	nt
CC(NC(=O)NC(=O)c1ccc(Cl)cc1)c1ccccc1 (centres undefined)	1	0	1	-25	-1	-1.0	nt
O=C(NC1CCCCC1)C(c1cccnc1)N(C(=O)CCl)c1cccc(Cl)c1 (centres undefined)	7	nt	0	5	-4	nt	12
CCOC(=O)c1sc(/N=C/C2=C(O)CC(C)(C)CC2=O)c(C(=O)OCC)c1C	nt	nt	-2	-3	3	1.4	nt
Cc1ccc[n+](CC(=O)Nc2cccc([N+](=O)[O-])c2)c1	nt	-4	2	1	-1	-0.1	nt
COc1cccc(-c2cnc(C(O)c3cc(F)cc(Cl)c3)[nH]2)c1 (centres undefined)	-2	-4	-6	-12	3	-0.1	3
COc1ccccc1NC(=O)Nc1ccc2c(c1)nc(C)n2C	nt	-5	11	2	3	3.4	nt
O=C(NCc1ccccn1)c1ccc([N+](=O)[O-])cc1	nt	3	0	-4	-1	nt	nt
O=C(Nc1ncccc1O)c1cccc(S(=O)(=O)N2CCCC2)c1	1	7	-3	-9	1	-0.9	-3
Cc1ccc(S(=O)(=O)Nc2ccc3c(c2)C(=O)N([C@@H](C)CO)C[C@@H](C)[C@@H](CN(C)C(=O)Nc2ccc4c(c2)OCO4)OCCCC[C@H](C)O3)cc1	-3	8	4	-9	1	-0.2	nt
COc1ccc(-c2cn(CC[C@H]3CC[C@@H](NC(=O)c4cnccn4)[C@@H](CO)O3)nn2)cc1	4	4	10	-15	-8	-0.2	-1
O=C(Nc1ccc2c(c1)[C@H]1C[C@@H](CC(=O)N3CCc4ccccc4C3)O[C@H](CO)[C@H]1O2)c1ccc2c(c1)OCO2	0	8	1	-4	4	0.3	6
COc1ccc(Cl)c(-c2cc(C(=O)Nc3ccccc3)[nH]n2)c1	3	1	5	-1	-1	1.0	8
N=C1/C(=C\c2ccc(-c3cccc(C(=O)O)c3)o2)C(=O)N=C2SC=C(c3ccccc3)N12	nt	-3	2	0	6	7.6	4
CCn1cnc2c1c(=O)n(CC(=O)OC(C)C(N)=O)c(=O)n2Cc1ccccc1 (centres undefined)	-5	14	-9	-3	-3	nt	nt
O=C(Nc1ccc(F)cc1)c1cccnc1Oc1ccccc1	-4	-1	9	2	-1	0.0	8
COc1ccc(C2NC(c3ccc(OC)cc3)C(C)C(=O)C2C)cc1 (centres undefined)	-3	2	1	1	-2	-0.1	-13
Cc1ccccc1NC(=O)NC(C)(C)CC(C)(C)C	0	4	2	-1	-1	-0.9	6
CCCNC(=O)N1[C@H](CO)[C@H]2c3ccccc3N(C(=O)Nc3cccc(F)c3)C[C@H]21	3	3	10	-16	-2	0.6	2
Cc1ccccc1C(=O)Nc1nnc(S(=O)(=O)N(C)Cc2ccco2)s1	-1	-1	-3	7	-3	nt	21
O=C(CN1CCN(S(=O)(=O)c2ccccc2Cl)CC1)NCC1(N2CCOCC2)CCCCC1	-3	-1	-6	11	-1	-0.3	2
CCC1CN(C(=O)N2CCC(C(=O)NCc3cc(OC)c(OC)c(OC)c3)CC2)c2ccccc2O1 (centres undefined)	-8	1	-6	1	1	nt	16
CN(C)C(=O)COC(=O)c1cccc(CN2C(=O)c3ccccc3C2=O)c1	nt	-8	7	2	0	0.1	nt
COc1cccc(OC)c1C(=O)NNC(=O)c1cccnc1	2	3	4	2	-1	-2.8	nt
O=C(NCc1ccc2c(c1)OCO2)c1c(-c2ccccc2)sc2ccccc12	2	-7	-1	-1	nt	0.2	nt

These rows are one share of the data (hit frequency here may not be typical).
